TDP1 block = qHTS Assay for Inhibitors of Tyrosyl-DNA Phosphodiesterase (TDP1); Tyrosyl-DNA phosphodiesterase 1 (Homo sapiens), Q9NUW8; recombinant TDP1, AlphaScreen DNA substrate cleavage; hit rate 0.28% among 350,000; Potency, µM (top dose mostly 130 µM), inactives show top-dose activity change, negative = inhibition, usual class: inhibitors; AID 485290, 2010; note: nearly all actives have a fitted effect of over 40% in size
Target sequence (Q9NUW8 whole entry, looked up): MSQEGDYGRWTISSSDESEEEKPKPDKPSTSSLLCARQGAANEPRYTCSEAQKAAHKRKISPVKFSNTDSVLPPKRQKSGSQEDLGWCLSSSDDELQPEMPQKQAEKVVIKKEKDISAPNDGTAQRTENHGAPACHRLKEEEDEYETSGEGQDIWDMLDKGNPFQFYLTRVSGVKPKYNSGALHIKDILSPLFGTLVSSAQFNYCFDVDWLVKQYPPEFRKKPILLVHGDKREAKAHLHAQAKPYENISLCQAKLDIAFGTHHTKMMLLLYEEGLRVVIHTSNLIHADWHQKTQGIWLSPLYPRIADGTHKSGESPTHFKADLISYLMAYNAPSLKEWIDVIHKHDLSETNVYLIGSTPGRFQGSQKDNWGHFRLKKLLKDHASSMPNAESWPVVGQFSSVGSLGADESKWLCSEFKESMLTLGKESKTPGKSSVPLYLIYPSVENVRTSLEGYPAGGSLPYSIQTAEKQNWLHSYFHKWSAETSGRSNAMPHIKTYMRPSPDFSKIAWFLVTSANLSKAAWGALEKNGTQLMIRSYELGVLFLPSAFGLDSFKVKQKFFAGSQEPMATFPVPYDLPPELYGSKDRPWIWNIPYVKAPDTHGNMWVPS
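Recombinant human Tdp1 (E. coli-expressed, 1 nM final) preincubated with compounds 15 min at room temperature, then 5'-biotin/3'-phosphotyrosine-FITC DNA substrate (15 nM final) added for 5 min. AlphaScreen beads (10 ug/ml final) added 10 min; cleavage lowers signal.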
TDP1 cell noCPT = qHTS for Inhibitors of human tyrosyl-DNA phosphodiesterase 1 (TDP1): qHTS in cells in absence of CPT. Potency, µM (titrated, usually from 46.2 µM), inactives show at the highest dose activity change, negative = growth inhibition, actives largely listed as inhibitors. DT40 Tdp1-/- hTDP1 cells, no CPT, ATP luminescence, 48 h. hit rate 15% among 420,000; note: nearly all actives have a fitted effect of over 55% in size
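Camptothecin absent (DMSO only). Human TDP1-complemented DT40 knockout cells, 400 cells/well, 37 °C for minimum 48 hr; ATP measured via CellTiter-Glo, 30 min dark incubation, luminescence.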
TDP1 cell CPT = qHTS for Inhibitors of human tyrosyl-DNA phosphodiesterase 1 (TDP1): qHTS in cells in presence of CPT | chicken DT40 Tdp1-/-;hTDP1 cells + 20 nM CPT, ATP luminescence, 48 h | Potency, µM (titrated, usually from 46.2 µM), for inactives: top-dose activity change, negative = growth inhibition, most hits filed as inhibitors | hit rate 12% among 420,000; note: nearly all actives have a fitted effect of over 55% in size
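Chicken DT40 Tdp1-/- cells complemented with human TDP1, 400 cells/well, exposed to compounds plus 20 nM camptothecin for at least 48 h at 37 C; viability read as ATP content by CellTiter-Glo luminescence.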
* hit, by the source's call; [ ] = another dose, or the depositor's remark. Calls come from the whole dose curve; as a rule, active = well fitted curve in the direction sought with a large enough effect; inconclusive = small, poorly fitted or top-dose-only effect, or another doubt; inactive = no such curve, though single readings can be large; an effect the other way counts as inactive or inconclusive. % is set by controls: 0 for no effect and ±100 for the full control effect; potency is the fitted concentration of half-maximal effect.

Oc1ccc(C[C@H]2CNC(=S)N2CC2CCCN2C[C@H](Cc2ccccc2)N2C[C@H](Cc3ccc(O)cc3)N(CC3CCCCC3)C2=S)cc1 (stereo not given in full) was read as TDP1 cell noCPT 21µM* and TDP1 cell CPT inconclusive.
For O=C(Nc1ccccc1)/C(=C/c1ccc2c(c1)OCO2)NC(=O)c1ccco1 the results were TDP1 block 3%, TDP1 cell noCPT -9% and TDP1 cell CPT -3%.
For COc1cccc(CN(C)CCCn2cnc3c(SC)ncnc32)c1 the results were TDP1 cell noCPT -2% and TDP1 cell CPT -15%.
Screening Cc1ccc2cc3c(N)nn(C(=O)c4cccc(F)c4)c3nc2c1 returned TDP1 block 4%, TDP1 cell noCPT 7.3µM* and TDP1 cell CPT inconclusive.
`Cc1cc(-c2nnc(SCc3ccccn3)o2)no1` gave TDP1 block -9%, TDP1 cell noCPT 1% and TDP1 cell CPT 5%.
Screening O=c1cc(N2CCc3ccccc32)[nH]c(=O)n1-c1ccc(Br)cc1 returned TDP1 block 3%, TDP1 cell noCPT -29% and TDP1 cell CPT -3%.
For CCC(CO)n1c(SCc2cc([N+](=O)[O-])cc3c2OCOC3)nc2ccccc2c1=O (stereo not given) the results were TDP1 block 8%, TDP1 cell noCPT inconclusive and TDP1 cell CPT inconclusive.
`Cc1cc(C(F)(F)F)nc(SCC(=O)NC2CCCCC2)n1` gave TDP1 cell noCPT 0% and TDP1 cell CPT -5%.
Screening O=C(c1ccc(Cl)c(S(=O)(=O)N2CCCCCC2)c1)N1CCOCC1 returned TDP1 block 0%, TDP1 cell noCPT -9% and TDP1 cell CPT -11%.
Screening COc1cccc(CC(NC(C)=O)C(=O)NC2CCN(C(=O)c3ccc(Cl)cc3)CC2)c1OC (stereo not given) returned TDP1 cell noCPT 3% and TDP1 cell CPT 10%.
`OC1(c2cccnc2)CCN(Cc2ccc3c(c2)CN(Cc2ccc4nsnc4c2)CCO3)CC1` gave TDP1 cell noCPT inconclusive and TDP1 cell CPT -5%[9.04 µM].
CN(c1ccccc1)S(=O)(=O)c1ccc(Cl)c(C(=O)Nc2ccccc2N2CCOCC2)c1 was read as TDP1 block -2%, TDP1 cell noCPT 7.3µM* and TDP1 cell CPT 8.2µM*.
`Cc1ccc(C)n1-c1cccc(S(=O)(=O)N2CCOCC2)c1` gave TDP1 block 5%, TDP1 cell noCPT inconclusive and TDP1 cell CPT -1%.
`O=C(NCc1ccco1)c1ccc(COc2cccc3ccccc23)cc1` gave TDP1 block 3%, TDP1 cell noCPT -16% and TDP1 cell CPT -6%.
COc1ccc2oc(C(=O)OCC(=O)NCc3ccccc3OC)c(C)c2c1 was read as TDP1 block -12%, TDP1 cell noCPT inconclusive and TDP1 cell CPT -1%.
`CCCc1cc(=O)oc2cc(OC3CCCCC3=O)ccc12` (stereo not given) gave TDP1 cell noCPT 16% and TDP1 cell CPT 4%.
O=C(/C=C/c1ccccc1)N1CCN(CCN2C(=O)c3cccc4cccc(c34)C2=O)CC1 was read as TDP1 block 5%, TDP1 cell noCPT 7.3µM* and TDP1 cell CPT 7.3µM*.
Screening Cc1cccn2c(=O)c(C=Nc3ccc(Cl)cc3)c(NCCO)nc12 returned TDP1 block 2%, TDP1 cell noCPT -13% and TDP1 cell CPT -13%.
`COc1ccc(CNC(=O)CCc2c(C)nc3c(c2C)c(=O)n(C)c(=O)n3C)cc1` gave TDP1 block 6%, TDP1 cell noCPT -12% and TDP1 cell CPT -4%.
`O=C(COC(=O)c1ccc(Cl)nc1)Nc1ccccc1OC(F)F` gave TDP1 block -3%, TDP1 cell noCPT 14% and TDP1 cell CPT 13%.
`Cc1cc(C)cc(NC(=O)CN2CCN(c3ncccn3)CC2)c1` gave TDP1 block 5%, TDP1 cell noCPT -9% and TDP1 cell CPT -25%.
For CC(=O)N1CCc2c(sc3c2c(=O)n(-c2ccc(C)cc2)c(=O)n3Cc2c(F)cccc2Cl)C1 the results were TDP1 block 4%, TDP1 cell noCPT inconclusive and TDP1 cell CPT inconclusive.
COCc1cc(C)n(CC(=O)Nc2ccc(Cl)cc2Cl)c(=O)c1C#N was read as TDP1 block 3%, TDP1 cell noCPT -3% and TDP1 cell CPT -28%.
For CC1(C)CC(=O)C(C=NCCN2CCN(C(=O)NC34CC5CC(CC(C5)C3)C4)CC2)=C(O)C1 the results were TDP1 block -2%, TDP1 cell noCPT 1% and TDP1 cell CPT -1%.
Screening Fc1ccc(-c2noc3ncnc(NCC4CCN(Cc5ccc(Cl)cc5)CC4)c23)cc1 returned TDP1 block 5%, TDP1 cell noCPT 13µM* and TDP1 cell CPT inconclusive.
CCOC(=O)N1CCN(C(=S)Nc2ccc(C)c(C)c2)CC1 was read as TDP1 block 0%, TDP1 cell noCPT -22% and TDP1 cell CPT 18%.
`CCCOC(=O)c1c(N)sc(C(=O)OCC)c1C` gave TDP1 block -1%, TDP1 cell noCPT inconclusive and TDP1 cell CPT 2%.
`COc1ccccc1NC(=S)NCc1ccc2c(c1)OCO2` gave TDP1 block 5%, TDP1 cell noCPT inconclusive and TDP1 cell CPT 2%.
`CCOC(=O)CN1C(=O)N(CC(=O)OCC)C(c2ccccc2)(c2ccccc2)C1=O` gave TDP1 cell noCPT -20% and TDP1 cell CPT -14%.
`Cc1csc(NC(=O)Cc2ccc(Cl)cc2)n1` gave TDP1 cell noCPT -14% and TDP1 cell CPT -22%.
Cc1ccc(-n2cc(-c3ccccc3)c3c(N4CCC(C)CC4)ncnc32)cc1Cl was read as TDP1 block 13%, TDP1 cell noCPT -12% and TDP1 cell CPT 1%.
Cc1nn(CC(=O)OCC(=O)NCCc2ccc(S(N)(=O)=O)cc2)c(C)c1[N+](=O)[O-] was read as TDP1 block 0%, TDP1 cell noCPT 18% and TDP1 cell CPT 14%.
Screening O=Cc1ccc(OCc2cn3ccccc3n2)cc1 returned TDP1 block -7%, TDP1 cell noCPT -23% and TDP1 cell CPT -15%.
`CC(Sc1nnc(N)s1)C(=O)Nc1ccc2c(c1)OCO2` (stereo not given) gave TDP1 block 5%, TDP1 cell noCPT -18% and TDP1 cell CPT -20%.
Screening COc1ccc(C(C)(O)c2nc(-c3csc4ccccc34)cs2)cc1 (stereo not given) returned TDP1 cell noCPT 4.6µM* and TDP1 cell CPT 2.9µM*.
Oc1csc(Cc2nc(-c3ccc(-c4ccccc4)cc3)cs2)n1 was read as TDP1 block 3%, TDP1 cell noCPT 1% and TDP1 cell CPT 1%.
For O=c1c2c(nc3nc(Cc4ccccc4)[nH]n13)CCC2 the results were TDP1 block 2%, TDP1 cell noCPT inconclusive and TDP1 cell CPT inconclusive.
For Cc1cccc(-c2cnc(C(O)c3ccc(-c4ccccc4)cc3)[nH]2)c1 (stereo not given) the results were TDP1 cell noCPT 23µM* and TDP1 cell CPT 23µM*.
`CCCNC(=O)[C@H]1N2C(=O)c3c(ccc(OC)c3OC)C2SC1(C)C` (stereo not given in full) gave TDP1 cell noCPT -25% and TDP1 cell CPT -6%.
COc1ccccc1N1CCN(C(=O)C2CCN(S(=O)(=O)c3c(C)noc3/C=C/c3ccc(C)cc3)CC2)CC1 was read as TDP1 block -1%, TDP1 cell noCPT inconclusive and TDP1 cell CPT inconclusive.
For O=C(Cc1ccc(Cl)cc1)Nc1ccc(Cl)cn1 the results were TDP1 cell noCPT 4% and TDP1 cell CPT 38%[activator].
Screening CNC(=O)C(=O)N1CCC2(CC1)OCCN2S(=O)(=O)c1ccc(C)cc1 returned TDP1 block -11%[0.505 µM], TDP1 cell noCPT 4% and TDP1 cell CPT 1%.
For Cc1cccc(NC(=O)COC(=O)c2c(-c3ccccc3)noc2C)c1 the results were TDP1 cell noCPT inconclusive and TDP1 cell CPT inconclusive.
CC(=O)c1ccc(OC(C)C(=O)NC2CCCCC2C)cc1 (stereo not given) was read as TDP1 block 1%, TDP1 cell noCPT -18% and TDP1 cell CPT -2%.
For CN(Cc1nccn1C)C(=O)C1CCC(=O)N(Cc2cccc(C(F)(F)F)c2)C1 (stereo not given) the results were TDP1 block 2%, TDP1 cell noCPT 5% and TDP1 cell CPT -5%.
`COc1ccccc1-c1sc2cc3c(cc2c1C#CC1(O)CCCCC1)OCO3` gave TDP1 block -4%, TDP1 cell noCPT inconclusive and TDP1 cell CPT inconclusive.
Cn1cc(-c2coc3c(C(=O)NCc4cccnc4)cccc23)cn1 was read as TDP1 cell noCPT 23µM* and TDP1 cell CPT inconclusive.
CCOC(=O)c1cc2c(ccn2C)n1Cc1ccc(C#N)cc1 was read as TDP1 block 15%, TDP1 cell noCPT -13% and TDP1 cell CPT -8%.
Screening CNS(=O)(=O)c1cn(CC(=O)N2CCN(c3ccccc3OC)CC2)cc1S(=O)(=O)NC returned TDP1 block 0%, TDP1 cell noCPT -11% and TDP1 cell CPT -5%.
CCOc1ncccc1C(=O)N1CCN(c2cc(Cl)ccc2C)CC1 was read as TDP1 block -1%, TDP1 cell noCPT 0.65µM* and TDP1 cell CPT 0.82µM*.
For COc1ccc(-n2c(-c3ccc(Br)cc3)c[n+]3c2CCCCC3)cc1 the results were TDP1 block 4%, TDP1 cell noCPT 1.8µM* and TDP1 cell CPT 1.8µM*.
CCOc1ccc2nc(NC(=O)CS(=O)(=O)c3ccccc3)sc2c1 was read as TDP1 block 6%, TDP1 cell noCPT inconclusive and TDP1 cell CPT -9%.
`Cc1nc2c(-c3ccccc3)c(C)[nH]n2c(=O)c1Cc1ccccc1` gave TDP1 block 10%, TDP1 cell noCPT inconclusive and TDP1 cell CPT inconclusive.
Screening CC1(Cc2ccccc2OC(F)(F)F)C(=O)Nc2ccc(OC(F)(F)F)cc21 (stereo not given) returned TDP1 cell noCPT 21µM* and TDP1 cell CPT 21µM*.
For COc1ccc(N(CC(=O)NC2CCCCC2)C(=O)CNC(=O)c2cccs2)cc1 the results were TDP1 cell noCPT 9% and TDP1 cell CPT 16%.
Screening COc1ccc(CCn2c(=N)c(C(=O)NC3CCCC3)cc3c(=O)n4ccccc4nc32)cc1 returned TDP1 block 2%, TDP1 cell noCPT 3.3µM* and TDP1 cell CPT 4.1µM*.
CN(C)S(=O)(=O)c1cccc(-c2nnc(SCC(=O)NCCCCCC(=O)O)n2-c2ccc(F)cc2)c1 was read as TDP1 cell noCPT -4% and TDP1 cell CPT 17%.
Screening CC(O)(c1cccc(F)c1)c1nc(-c2cccc(C(=O)O)c2)cs1 (stereo not given) returned TDP1 cell noCPT -1% and TDP1 cell CPT -1%.
For COc1ccc(NC(=O)C2Cc3cc(S(=O)(=O)N4CCCCC4)ccc3N2C(C)=O)cc1Cl (stereo not given) the results were TDP1 block 4%, TDP1 cell noCPT inconclusive and TDP1 cell CPT inconclusive.
`COc1ccccc1C1CCN(C(=O)C2CCCCC2)CC1` gave TDP1 cell noCPT inconclusive and TDP1 cell CPT inconclusive.
COc1cccc(CNC(=O)C2CCCN(c3nn4c(=O)cc(C)nc4s3)C2)c1OC (stereo not given) was read as TDP1 block 7%, TDP1 cell noCPT -11% and TDP1 cell CPT -30%.

By substructure: the entries above containing fluorine
Screening Cc1ccc2cc3c(N)nn(C(=O)c4cccc(F)c4)c3nc2c1 returned TDP1 block 4%, TDP1 cell noCPT 7.3µM* and TDP1 cell CPT inconclusive.
`Cc1cc(C(F)(F)F)nc(SCC(=O)NC2CCCCC2)n1` gave TDP1 cell noCPT 0% and TDP1 cell CPT -5%.
`O=C(COC(=O)c1ccc(Cl)nc1)Nc1ccccc1OC(F)F` gave TDP1 block -3%, TDP1 cell noCPT 14% and TDP1 cell CPT 13%.
For CC(=O)N1CCc2c(sc3c2c(=O)n(-c2ccc(C)cc2)c(=O)n3Cc2c(F)cccc2Cl)C1 the results were TDP1 block 4%, TDP1 cell noCPT inconclusive and TDP1 cell CPT inconclusive.
Screening Fc1ccc(-c2noc3ncnc(NCC4CCN(Cc5ccc(Cl)cc5)CC4)c23)cc1 returned TDP1 block 5%, TDP1 cell noCPT 13µM* and TDP1 cell CPT inconclusive.
For CN(Cc1nccn1C)C(=O)C1CCC(=O)N(Cc2cccc(C(F)(F)F)c2)C1 (stereo not given) the results were TDP1 block 2%, TDP1 cell noCPT 5% and TDP1 cell CPT -5%.
Screening CC1(Cc2ccccc2OC(F)(F)F)C(=O)Nc2ccc(OC(F)(F)F)cc21 (stereo not given) returned TDP1 cell noCPT 21µM* and TDP1 cell CPT 21µM*.
CN(C)S(=O)(=O)c1cccc(-c2nnc(SCC(=O)NCCCCCC(=O)O)n2-c2ccc(F)cc2)c1 was read as TDP1 cell noCPT -4% and TDP1 cell CPT 17%.
Screening CC(O)(c1cccc(F)c1)c1nc(-c2cccc(C(=O)O)c2)cs1 (stereo not given) returned TDP1 cell noCPT -1% and TDP1 cell CPT -1%.

Screening results from PubChem.
